# Screening results (PubChem)
# CTSL1 counter: cathepsin L1 inhibition, PFM18AAP counter-screen; recombinant F. hepatica cathepsin L1, Z-Leu-Arg-MCA fluorescence; inhibition, % at 5.96 µM; AID 1906; 0.49% of 300,000 active;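 active = inhibition above the mean of all tested compounds plus 3 SD, set per screening campaign, cut at about 17% in these data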;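 note: 0% = plate median of test compound wells and 100% = 1 µM Z-Phe-Ala-diazomethylketone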
# PP5 inh: blocks human protein phosphatase 5 activity; inhibition, % at 6.7 µM; P53041; 0.18% of 320,000 active; purified PP5c, OMFP substrate fluorescence;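 active = inhibition above the campaign's mean inhibition across all tested compounds plus 3 SD, cut at about 9.5% in these data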;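 note: 0% = DMSO only and 100% = 100 µM cantharidin control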
# PP1 counter: PP1-alpha (human) inhibition in PP5 counter-screen. purified PP1alpha, OMFP fluorescence. P62136. inhibition, % at 6.7 µM. 0.9% of 320,000 active;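 active = inhibition above the mean inhibition of all tested compounds plus 3 SD, computed separately for each screening campaign, cut at about 15% in these data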
# HCV core dimer: blocks dimerization of HCV core protein. TR-FRET GST/Flag-core106 dimerization, 1536-well. inhibition, % at 5 µM. 0.33% of 300,000 active. AID 1899;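 active = inhibition above the mean of all tested compounds plus 3 SD, set per screening campaign, cut at about 45% in these data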
#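 assay system = GST-tagged and Flag-tagged HCV core protein residues 1-106 | controls = unlabelled core106 and no-GST-core106 wells | incubation = compound-protein-antibody incubation 4 h at 22.5 °C | probe or stimulus = Eu donor and XL665 acceptor anti-tag antibodies | read-out = % inhibition based on acceptor/donor emission ratio | signal = TR-FRET 671 and 617 nm emission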
# TPT1 inhibitor: blocks Candida albicans tRNA 2'-phosphotransferase. recombinant caTPT1, FP RNA substrate dephosphorylation. inhibition, % at 5 µM. 0.81% of 300,000 active. AID 1962;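 active = inhibition above the mean of all tested compounds plus 3 SD, set per screening campaign, cut at about 24% in these data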;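 note: plate controls were DMSO alone for no effect and ferristatin control at 100 nM for full effect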
# EBNA-1 inhibitor: blocks EBNA-1 binding to DNA; EBNA-1 DNA binding, fluorescence polarization; inhibition, % at 14.8 µM; 0.34% of 300,000 active; in the data active = inhibition above about 28%
# PREPL inhibitor: inhibitors of human prolyl oligopeptidase-like enzyme PREPL. AID 2751. Q4J6C6. 0.68% of 320,000 active. recombinant PREPL, fluorescence polarization activity-based probe. inhibition, % at 5.96 µM; in the data active = inhibition above about 43%;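 note: 0% = enzyme with DMSO and 100% = wells lacking enzyme; many of its hits are not listed in these tables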
# Target sequence (Q4J6C6 whole entry, looked up): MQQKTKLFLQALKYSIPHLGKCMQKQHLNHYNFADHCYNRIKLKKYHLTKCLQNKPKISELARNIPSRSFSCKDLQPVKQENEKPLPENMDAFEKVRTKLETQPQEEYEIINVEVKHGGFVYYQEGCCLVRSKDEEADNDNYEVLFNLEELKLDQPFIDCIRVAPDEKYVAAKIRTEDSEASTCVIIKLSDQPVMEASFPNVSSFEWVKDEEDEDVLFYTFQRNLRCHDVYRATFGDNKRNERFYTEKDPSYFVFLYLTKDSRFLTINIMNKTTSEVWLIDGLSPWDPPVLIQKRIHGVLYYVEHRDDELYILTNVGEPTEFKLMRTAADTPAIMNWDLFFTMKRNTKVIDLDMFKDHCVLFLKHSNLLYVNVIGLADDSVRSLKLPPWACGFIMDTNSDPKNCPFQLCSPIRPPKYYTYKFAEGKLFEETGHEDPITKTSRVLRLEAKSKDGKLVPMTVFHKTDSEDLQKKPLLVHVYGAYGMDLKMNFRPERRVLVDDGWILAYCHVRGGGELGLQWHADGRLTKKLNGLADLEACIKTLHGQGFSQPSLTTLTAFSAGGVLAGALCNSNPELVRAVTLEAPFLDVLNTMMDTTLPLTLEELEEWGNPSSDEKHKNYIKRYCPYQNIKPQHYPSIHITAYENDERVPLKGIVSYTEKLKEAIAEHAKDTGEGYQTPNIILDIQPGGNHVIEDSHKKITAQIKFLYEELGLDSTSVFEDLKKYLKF
# Efflux pump inh: antifungal efflux pump inhibition, Nile Red retention; inhibition, % at 10 µM; 0.44% of 330,000 active; S. cerevisiae Candida pump triplex; AID 485275;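 active = plate passing quality check with inhibition over a set limit, or well fluorescence over plate mean plus 4 SD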;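 note: Nile Red retained in pooled yeast measured as flow cytometry median fluorescence; 0% = buffer negative control and 100% = Enniatin B positive control; higher means more Nile Red kept so more efflux inhibition; some compounds called inactive have numbers as strong as hits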
# ZTA DNA inh: blocks Epstein-Barr virus ZTA, an EBNA-1 counter-screen | P03206 | ZTA-DNA binding, fluorescence polarization | inhibition, % at 11 µM | 0.15% of 320,000 active | AID 2234; in the data active = inhibition above about 33%
# Target sequence (P03206 whole entry, looked up): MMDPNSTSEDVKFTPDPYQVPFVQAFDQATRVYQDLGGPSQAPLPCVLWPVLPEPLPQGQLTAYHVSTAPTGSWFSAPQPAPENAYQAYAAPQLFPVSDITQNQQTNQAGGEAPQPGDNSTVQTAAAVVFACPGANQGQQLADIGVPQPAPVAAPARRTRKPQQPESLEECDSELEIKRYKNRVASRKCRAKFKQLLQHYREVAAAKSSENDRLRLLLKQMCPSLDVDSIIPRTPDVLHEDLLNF
# Numbers without * were called inactive; · = not tested or not shown.
SMILES,CTSL1 counter,PP5 inh,PP1 counter,HCV core dimer,TPT1 inhibitor,EBNA-1 inhibitor,PREPL inhibitor,Efflux pump inh,ZTA DNA inh
CCC(C)COC(=O)c1ccc(C(=O)O)cc1 (centres undefined),0.4,3.3,0.0,5.8,-0.2,-7.9,4.5,0.1,-9.9
O=C(Nc1ccc(S(=O)(=O)N2CCCC2)cc1)c1c(F)cccc1F,-1.8,0.3,0.2,-3.8,-0.3,-4.6,12.9,0.1,-4.5
CC1(C)C2CC=C(/C=N/NC(=O)c3ccccc3Br)C1C2 (centres undefined),1.9,-0.6,2.8,1.3,-0.6,-7.2,0.9,0.0,-3.3
C/C(N)=C(/C#N)C(=O)COC(=O)c1ccc(NC(N)=O)cc1,-0.9,1.3,-3.3,-1.2,3.7,4.2,2.2,0.1,-18.7
O=S(=O)(c1ccccc1F)N1CCC(c2nc3ccccc3[nH]2)CC1,0.7,2.0,-2.0,-3.4,2.5,-13.8,2.8,0.1,5.0
CCCC(C(=O)NC1CCCC1)N(Cc1ccc(F)cc1)C(=O)c1snc(C(N)=O)c1N (centres undefined),-0.7,1.0,-0.9,5.4,-1.6,2.1,-2.8,0.0,-5.2
COc1ccc(C(=O)Cn2c(NCCO)nc3ccccc32)cc1OC,1.1,1.5,2.3,-0.5,3.7,-7.6,6.9,0.0,-13.1
O=C(O)CC(CP(=O)(c1ccccc1)c1ccccc1)C(=O)O (centres undefined),-2.5,0.5,-4.0,-7.5,-1.4,2.2,6.3,0.0,4.0
COc1ccccc1-c1nnc(NC(C)=O)s1,3.5,-0.7,-2.2,7.8,-3.9,7.1,1.7,-0.1,14.8
O=C(O)COc1ccc(/C=N/NC(=O)COc2nsnc2N2CCOCC2)cc1,4.0,1.5,-2.0,-0.2,0.6,-10.4,4.5,0.0,-22.7
CCc1n[nH]c(=S)n1/N=C/c1cc(Br)c(O)c(OC)c1,5.5,0.2,0.0,-13.9,0.1,-4.6,15.2,-0.1,-18.6
CNC(=S)N1CCC(NC(=O)C(Cc2ccc(OC)cc2)NC(C)=O)CC1 (centres undefined),-1.7,3.5,2.1,-6.0,3.1,-3.1,-1.0,0.2,-2.7
CCCN(C(=O)CCNC(=O)Cn1cnc2ccccc2c1=O)c1cccc(C)c1,-1.8,3.8,-0.9,-18.2,-2.8,4.1,-1.0,0.0,-14.3
O=C1Cc2ccccc2Sc2ccc(O)cc21,-3.3,6.1,1.9,-0.4,4.7,5.5,1.4,0.3,-4.9
COCCn1c(-c2ccccc2)nc2oc3cc(OC)ccc3c(=O)c2c1=O,4.2,2.6,3.0,3.0,-0.2,-7.9,-7.7,-0.1,-9.3
O=C(NC(=S)NC1CCSC1=O)c1cccs1 (centres undefined),1.9,-2.6,-1.6,-5.6,1.4,-1.0,9.9,-0.4,10.5
CCOC(=O)C1=C(CN2CCN(C(=O)c3ccco3)CC2)NC(=O)NC1c1ccc(F)cc1 (centres undefined),2.5,0.9,-0.6,-3.3,-2.7,-2.0,5.9,0.0,-9.1
Cc1c(C(=S)Nc2ccccc2)cnn1-c1ccccc1,4.9,1.2,-0.8,5.0,1.7,-0.1,-8.1,0.0,8.6
C[n+]1cn(Cc2cc(Cl)ccc2OC(F)F)c2ccccc21,0.7,-1.9,-4.1,0.8,-2.2,1.6,-6.3,-0.2,2.9
CCCCCCCn1ccc(O)c(CC(=O)OC)c1=O,-8.5,0.3,-3.9,-1.6,3.5,-4.3,-1.4,0.1,6.5
COc1cccc(C(=O)NN2CC(O)=C(c3nc4ccccc4s3)C2=N)c1,-1.3,3.9,12.0,2.1,11.9,-17.7,9.8,0.0,-4.3
N#CC1=C(N)Oc2cc(O)ccc2C1c1ccncc1 (centres undefined),0.9,-1.4,-1.0,-6.9,20.2,7.3,2.4,-0.2,2.4
CC(C)(C)c1ccc(/C=C/C(=O)Nc2nncs2)cc1,-0.5,2.6,-2.5,4.3,0.5,-2.7,-7.3,0.0,3.2
CCOC(=O)Cc1c(Cl)c2ccccc2[nH]c1=O,1.2,0.7,-0.7,4.6,-3.5,-5.6,5.3,0.3,4.2
O=C(c1cccs1)N1CCN(C2CCN(Cc3ccccc3)CC2)CC1,1.2,-3.8,-2.6,-0.6,1.8,-2.2,1.6,0.0,2.2
Cc1ccc(C)c(NC(=O)Cc2coc3cc4c(cc23)CCC4)c1,5.1,2.0,3.5,-2.4,-3.7,-5.0,17.4,-0.2,2.3
COc1ccc([C@H]2CC(=O)C=C(c3cc(C)ccc3F)C2)cc1,·,3.4,4.6,·,·,·,-6.7,0.0,4.1
CC(C)(C)c1csc(Sc2ncccc2[N+](=O)[O-])n1,1.8,2.8,1.3,-2.9,-3.2,2.8,4.9,-0.1,4.7
CCOC(=O)c1oc2ccccc2c1COC(=O)CNC(=O)c1cc(OC)c(OC)c(OC)c1,-2.1,0.4,-0.1,2.6,-2.6,-1.6,-0.5,0.3,-0.9
CCC(=O)Nc1ccc2c(c1)nc(CN1CCCCC1)n2C,-3.2,0.1,2.2,-1.7,-0.2,-0.6,5.0,0.0,-6.3
COc1ccc(C2/C=C\CN(C(=O)c3ccc(C)cc3)[C@H](Cc3ccccc3)C(=O)N2Cc2ccc(F)cc2)cc1 (some centres undefined),-2.0,4.8,11.2,15.9,-1.2,3.2,4.8,0.0,-10.7
CCC(C(=O)Nc1cccc(OC)c1)n1nc(C)c2c(C)n(-c3ccccc3)nc2c1=O (centres undefined),-3.6,-0.2,-0.3,18.8,0.0,14.0,-0.3,-0.2,12.2
CC(C)(C)C(=O)NC(c1ccccc1)c1c(O)ccc2ccccc12 (centres undefined),2.1,4.3,1.6,13.2,-3.0,3.5,18.4,0.0,5.6
Cc1cccc[n+]1CC(=O)c1ccc2c(c1)OCCO2,0.7,2.7,-6.0,10.9,0.7,3.4,8.9,-0.2,13.3
CCOC(=O)C(Cc1ccccc1)C(=O)Nc1ccc(NC(=O)C(Cc2ccccc2)C(=O)OCC)cc1 (centres undefined),-0.1,0.1,4.5,13.9,3.9,0.6,3.8,0.2,-4.4
COc1ccccc1CNC(=O)Cn1cc2c(n1)CCCC2,-3.9,-0.1,-3.6,-7.9,-1.1,4.9,-4.6,-0.1,-8.1
COc1ccccc1N1CCN(C(=O)c2cccc(Oc3ccccc3)c2)CC1,2.5,-0.2,1.2,1.1,-0.5,0.5,23.9,0.1,7.5
[N-]=[N+]=NC[C@H](Cc1ccccc1)N1CC[C@@H](NC(=O)OCc2ccccc2)CCC1=O,0.5,-0.2,-4.2,-12.7,-1.4,7.8,14.6,-0.1,-3.0
CC(C)c1ccc(C(=O)NCCCN(C)C)cc1,-2.1,2.7,-2.3,-1.0,-1.9,-9.1,-0.1,0.1,2.6
CCCn1c(SCC(=O)N2CCOCC2)nnc1-c1ccncc1,-2.8,0.9,2.2,6.6,1.4,-2.4,-7.0,0.3,2.5
CS(=O)(=O)c1ccccc1-c1nnc(NC(=O)COc2ccc(Cl)cc2)o1,0.2,-0.3,-0.4,-0.2,-1.5,-4.8,10.2,0.0,-18.5
CCOP(=O)(c1ccccc1)C1(C#N)CC1 (centres undefined),-3.3,0.2,-2.3,2.6,-0.8,-3.4,0.3,0.0,-4.3
C/C(=N\NC(=O)CNc1cccc2ccccc12)c1ccccc1,0.6,0.4,1.6,-0.4,0.6,2.8,22.2,0.0,21.6
O=C(COC(=O)c1cc(=O)[nH]c2ccccc12)Nc1nc(-c2ccccc2)cs1,-5.4,0.8,0.1,4.6,1.1,-8.0,-50.8,0.0,9.5
COc1c(Cl)cc(Cl)cc1/C=C/C(=O)c1ccc(NC(=O)c2cccs2)cc1,13.3,-5.0,-0.5,9.0,4.1,-12.1,-52.7,-0.3,-0.1
COCCn1c(SCC(=O)Nc2nc(C)cs2)nnc1C(C)C,0.0,1.8,-1.8,-7.3,5.0,-12.0,10.3,0.3,-11.5
O=C(CNc1ccccc1Cl)Nc1cc(S(=O)(=O)N2CCOCC2)ccc1Cl,·,1.4,1.4,·,·,·,27.5,0.1,-8.2
Cn1c(SCC(=O)Nc2sccc2C#N)nnc1-c1ccccc1,5.8,-2.4,4.3,48.5*,12.6,6.8,5.4,0.1,-1.1

# Molecules above that have a cyano group (4):
SMILES,CTSL1 counter,PP5 inh,PP1 counter,HCV core dimer,TPT1 inhibitor,EBNA-1 inhibitor,PREPL inhibitor,Efflux pump inh,ZTA DNA inh
C/C(N)=C(/C#N)C(=O)COC(=O)c1ccc(NC(N)=O)cc1,-0.9,1.3,-3.3,-1.2,3.7,4.2,2.2,0.1,-18.7
N#CC1=C(N)Oc2cc(O)ccc2C1c1ccncc1 (centres undefined),0.9,-1.4,-1.0,-6.9,20.2,7.3,2.4,-0.2,2.4
CCOP(=O)(c1ccccc1)C1(C#N)CC1 (centres undefined),-3.3,0.2,-2.3,2.6,-0.8,-3.4,0.3,0.0,-4.3
Cn1c(SCC(=O)Nc2sccc2C#N)nnc1-c1ccccc1,5.8,-2.4,4.3,48.5*,12.6,6.8,5.4,0.1,-1.1

# (continued)
SMILES,CTSL1 counter,PP5 inh,PP1 counter,HCV core dimer,TPT1 inhibitor,EBNA-1 inhibitor,PREPL inhibitor,Efflux pump inh,ZTA DNA inh
COc1ccc(C2=CC(=O)CC(c3ccc(OC)cc3)C2)cc1 (centres undefined),1.5,6.1,-6.8,8.8,1.1,-3.3,-8.4,0.3,2.5
COc1cc(OC)nc(Oc2ccc(NC(C)=O)cc2)n1,2.4,-1.2,-1.3,-5.2,-1.5,-2.2,13.6,-0.1,0.9
O=C1C2C3C=CC(C3)C2C(=O)N1CNc1ccccn1 (centres undefined),0.6,0.6,0.3,-5.9,4.3,5.2,8.2,-0.1,5.8
NC(=O)Cn1c(S(=O)(=O)Cc2ccccc2)nc2ccccc21,0.8,4.1,-5.5,10.1,-1.5,-13.8,9.5,0.1,-0.1
CC12COC3(C(=O)Nc4cccnc4)CC1CCC32C (centres undefined),1.7,-0.5,-1.9,1.4,0.0,14.2,4.8,0.0,13.8
Cc1cc(-c2nnc(SCC(=O)Nc3c(C)cccc3C)n2N)n[nH]1,-0.4,-0.3,-0.6,7.8,-2.8,12.4,0.5,-0.1,-6.8
Cc1cc(C)cc(NC(=O)N2CCC(C(=O)c3ccc(F)cc3)CC2)c1,-3.0,4.5,0.5,6.2,-6.3,-8.5,8.0,0.1,6.7
CCOC(=O)N1CCN(C(=O)Nc2ccc3oc(C)nc3c2)CC1,1.7,1.0,-2.9,3.7,-2.6,-5.9,-2.4,0.0,-15.9
COc1ccc2oc(C(=O)NCc3ccco3)c(C)c2c1,-1.8,0.0,2.4,4.8,-3.4,-1.0,3.6,-0.1,-10.2
CN=C(Nc1cc(C)nn1CCC#N)c1ccccc1F,-4.1,1.0,-9.2,1.9,1.7,-2.6,2.8,-1.1,-24.2
COc1ccc(OC)c(N/C=C2/CCCCC2=O)c1,1.2,2.3,0.3,-0.8,2.3,-12.3,9.2,-0.1,-3.8
CC(C)OC(=O)c1c(NC(=O)CCn2nnc3ccccc32)sc2c1CCCC2,-3.0,1.8,4.0,3.7,2.5,13.7,12.2,0.0,6.2
COc1ccc(OC)c(NC(=O)N2CCCC(C(=O)c3ccccc3OC)C2)c1 (centres undefined),3.0,-0.3,2.5,5.7,-1.5,6.9,17.9,-0.1,6.0
CCN(CC)c1ccc(/C=N/NC(=O)c2cc3ccccc3[nH]2)cc1,5.1,0.6,-0.3,-30.8,3.1,-10.1,27.7,0.1,-0.3
COc1cc(CNc2ccc3[nH]c(=O)[nH]c3c2)ccc1OCc1ccccc1F,3.0,2.3,2.1,-16.1,-1.2,6.4,42.1,-0.1,-8.9
COc1ccc(CC(=O)Nc2ccccc2C(=O)N2CCOCC2)cc1,-1.7,0.9,-0.9,-2.6,-2.0,-7.7,-3.3,0.1,-10.1

# This is a subset; the hit share may differ from the screen's.
